From PubChem BioAssay
Jurkat NFkB inh: inhibitors of the PMA/ionomycin-induced NF-kB reporter in Jurkat cells | AID 435003 | inhibition, % at 4 µM | PMA/ionomycin-induced NF-kB luciferase reporter, luminescence | 330,000 tested, 0.53% active; in the data active = inhibition above about 50%
tim23-1 inh: tim23-1 yeast growth inhibition; inhibition, % at 20 µM; S. cerevisiae tim23-1 growth, BacTiter-Glo luminescence, 24 h; 330,000 tested, 1.3% active;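 active = growth inhibition of the mutant yeast at or above 50%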;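 also: temperature-sensitive mutant grown at 25 °C; plate controls were DMSO-treated mutant yeast for no effect and medium wells lacking yeast for full effect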
TIM10 inh: TIM10 yeast growth inhibition; S. cerevisiae TIM10 strain growth, BacTiter-Glo luminescence, 24 h; inhibition, % at 10 µM; 330,000 tested, 1.4% active;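 active = inhibition of 40% or more at the single tested concentration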;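 also: wild-type TIM10 isogenic control strain grown at permissive 25 °C; 0% = DMSO yeast wells and 100% = minimal medium wells without yeast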
697 NFkB inh: lowers PMA/ionomycin-induced NF-kB signal in 697 B cells; 697 B-cell NF-kB luciferase reporter, 16 h; 330,000 tested, 0.33% active; AID 435022; inhibition, % at 4 µM; in the data active = inhibition above about 35%
Mdm2-MdmX inh: disrupts the human Mdm2-MdmX interaction; O15151+Q00987; SaOS-2 split-luciferase Mdm2/MdmX complementation, luminescence; inhibition, % at 8 µM; 330,000 tested, 3% active; AID 485346;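 active = inhibition of at least 50% at 8 µM in the primary screen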
Target sequence (O15151 whole entry, looked up): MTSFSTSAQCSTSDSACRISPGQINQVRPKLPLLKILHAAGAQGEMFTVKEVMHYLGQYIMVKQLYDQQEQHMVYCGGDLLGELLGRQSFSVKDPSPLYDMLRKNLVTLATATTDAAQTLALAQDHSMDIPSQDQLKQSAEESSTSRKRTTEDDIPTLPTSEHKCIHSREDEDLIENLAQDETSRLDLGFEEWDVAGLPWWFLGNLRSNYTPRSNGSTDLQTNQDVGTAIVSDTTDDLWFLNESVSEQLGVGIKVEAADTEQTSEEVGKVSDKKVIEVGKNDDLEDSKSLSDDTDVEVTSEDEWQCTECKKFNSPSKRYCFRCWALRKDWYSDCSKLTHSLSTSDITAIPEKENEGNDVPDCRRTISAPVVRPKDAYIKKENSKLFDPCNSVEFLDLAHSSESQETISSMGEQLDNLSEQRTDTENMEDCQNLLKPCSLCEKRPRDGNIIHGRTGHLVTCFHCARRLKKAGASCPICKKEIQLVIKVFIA
Target sequence (Q00987 whole entry, looked up): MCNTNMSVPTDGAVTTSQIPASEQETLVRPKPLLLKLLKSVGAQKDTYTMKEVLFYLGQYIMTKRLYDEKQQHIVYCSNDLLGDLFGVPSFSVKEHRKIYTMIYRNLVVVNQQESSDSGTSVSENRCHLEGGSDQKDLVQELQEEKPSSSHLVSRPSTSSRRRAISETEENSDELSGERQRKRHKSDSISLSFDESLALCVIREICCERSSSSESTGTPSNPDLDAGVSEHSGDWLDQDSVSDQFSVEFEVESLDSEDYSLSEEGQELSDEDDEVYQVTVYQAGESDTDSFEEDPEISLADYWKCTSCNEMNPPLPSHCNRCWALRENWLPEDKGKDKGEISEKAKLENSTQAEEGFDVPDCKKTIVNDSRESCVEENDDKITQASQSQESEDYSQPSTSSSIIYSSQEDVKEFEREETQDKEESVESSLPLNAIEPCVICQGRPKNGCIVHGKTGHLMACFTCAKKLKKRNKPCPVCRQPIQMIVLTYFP
XBP1 UPR activ: activators of adaptive arm of unfolded protein response (XBP1); activation, % at 20 µM; CHO-XBP1 luciferase reporter, IRE1-XBP1 UPR activation, luminescence; percent of tunicamycin response, DMSO as zero; 330,000 tested, 0.33% active; AID 463104;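 active = versus positive control, 20 µM dose yields 30% or more activation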;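 also: 100% = tunicamycin at 10 µg/mL and 0% = DMSO only wells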
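assay system = CHO-XBP1 luciferase reporter cells | amount = 1000 cells/well | buffer or medium = F12 plus 10% FBS | compound dosing = single point, 20 µM final compound, 1% DMSO | incubation = 16-18 h cell attachment at 37 °C, then 6 h compound exposure | detection = Steady-Glo luminescence read | controls = tunicamycin 10 µg/mL and vehicle-only wells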
UPR CHOP act: activators of apoptotic arm of unfolded protein response (CHOP). activation, % at 10 µM. 330,000 tested, 0.34% active. CHO-CHOP luciferase reporter, UPR activation, luminescence; percent of tunicamycin response over DMSO baseline;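 active = at 10 µM dose, activation of 40% or more, normalized to positive control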;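 also: 100% = tunicamycin at 10 µg/mL and 0% = DMSO alone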
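Assay system: CHO cells with stable CHOP pathway luciferase reporter; Buffer or medium: F12 plus 10% serum; Times: 16-18 h cell attachment, then 6 h compound exposure, 37 °C; Signal: luciferase luminescence; Read-out basis: percent activation relative to tunicamycin control; Control set: tunicamycin high control, DMSO low control.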
tim10-1 inh: tim10-1 yeast growth inhibition; inhibition, % at 20 µM; 330,000 tested, 2.2% active; S. cerevisiae tim10-1 ts strain growth, BacTiter-Glo, 24 h;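 active = inhibition of at least 40%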;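 also: mutant grown at 25 °C; 0% = DMSO wells with yeast and 100% = wells holding no yeast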
* marks the source's active call; other numbers are inactive results; nt = no result given.

SMILES	Jurkat NFkB inh	tim23-1 inh	TIM10 inh	697 NFkB inh	Mdm2-MdmX inh	XBP1 UPR activ	UPR CHOP act	tim10-1 inh
Cc1cc(C(=O)N2CCCC(N3CCN(c4cccc(C(F)(F)F)c4)CC3)C2)n[nH]1 (centres undefined)	-2.8	7.2	15.0	4.4	4.1	-6.3	0.6	15.3
C=C(C)CSc1nnc([C@@H]2CCCN2C(=O)OC(C)(C)C)o1	7.6	10.1	17.1	4.1	-5.0	0.1	1.7	19.1
CC1=C(C(=O)Nc2ccccc2)C(c2ccccn2)n2ncnc2N1 (centres undefined)	-0.4	11.6	7.5	-32.7	6.0	2.2	-2.8	10.3
COc1ccc(N2CCN(C(=O)COC(=O)c3cccc(S(=O)(=O)Nc4ccccc4OC)c3)CC2)cc1	-7.3	12.3	14.0	-10.2	12.6	-2.7	0.7	19.1
Cc1cc(Cl)ccc1OCC(=O)Nc1ccccc1NS(=O)(=O)c1cccs1	-3.3	-1.6	-6.4	8.9	30.8	1.5	3.1	21.5
Cc1cc(=O)oc2cc(OCC(=O)N3CC(=O)Nc4ccccc43)c(Cl)cc12	6.3	5.4	9.8	15.7	-4.6	3.1	-0.9	7.9
CC(=O)C1=C(O)C(=O)N(c2ccc(S(=O)(=O)Nc3nccs3)cc2)C1c1ccc([N+](=O)[O-])cc1 (centres undefined)	-6.0	13.4	-0.1	-0.6	-9.5	1.1	3.0	20.2
Fc1ccccc1-c1nc(-c2ccc(Br)o2)no1	-137.0	4.0	-11.6	-199.2	-144.6	-4.4	2.1	21.6
Cc1cccc(N2CCN(C(=O)C3CCN(S(=O)(=O)N4CCOCC4)CC3)CC2)c1C	11.6	19.0	16.8	-16.1	-12.0	-1.4	-1.1	26.1
CC(Nc1nc(-c2ccc(F)cc2)cs1)c1nc2cc(Cl)c(Cl)cc2n1CCCO (centres undefined)	4.5	13.0	10.6	-4.4	40.6	4.1	0.9	29.4
CCC(=O)Nc1ccc(C=C(C(C)=O)C(C)=O)cc1	7.6	24.1	14.1	22.2	13.5	-4.3	2.9	13.0
Cc1cccc(CN2CCN(CC(=O)NCCCN3CCN(c4ccc(F)cc4)CC3)C2=O)c1	23.6	-7.6	7.5	-0.4	-3.2	-2.2	0.7	12.1
CCCN=C1N(CC)C[C@@H]2[C@@H]3C(=O)N(C)C(=O)[C@@H]3[C@](Cc3ccccc3)(C(=O)OC)N12	nt	12.7	10.9	2.7	4.8	-0.3	0.5	-8.9
COc1ccc(C(=O)c2c3ccccc3[n+]([O-])n2CCC(N)=O)cc1	11.2	9.0	9.9	2.7	23.3	0.3	2.6	10.9
Cc1cc(Nc2ccc(C)c(C)c2)c2ccccc2n1	10.6	2.0	-0.3	-44.2	32.9	-5.5	-0.4	-6.8
C/C(=N/NC(=O)c1ccncc1)c1ccc(NC(=O)c2ccc(Cl)cc2Cl)cc1	-72.6	5.5	7.2	-28.9	31.6	-0.6	-0.3	-0.7
O=C(COC(=O)C1=COCCO1)Nc1ccccc1Oc1ccccc1	12.6	16.6	12.7	6.9	-21.8	-0.4	0.1	-5.8
CCCC[C@@H]1C=C(C(=O)O)[C@H](c2ccc(Cl)cc2)N1S(=O)(=O)c1ccc(C)cc1	-17.8	29.8	19.9	-13.3	-17.0	2.0	1.0	33.3
O=C1/C(=C/c2cccs2)Sc2ccccc21	-27.8	14.6	17.1	-115.7	-7.5	-0.1	1.7	-1.4
CCc1ccccc1N(CC)C(=O)CCc1nc(-c2ccc(C)cc2)no1	8.9	33.2	18.8	-5.5	34.6	-3.3	-0.9	20.6
COc1ccc(C2C(C#N)=C(N)Nc3nc4ccccc4n32)cc1 (centres undefined)	-58.5	-24.1	-19.1	-128.0	-41.3	0.1	2.5	9.9
CCOc1cc(/C=C(\C#N)C(=O)NCC2CCCO2)ccc1O (centres undefined)	8.2	20.1	24.5	15.0	-28.2	0.0	-1.7	20.7
CC(=C1C(=O)c2ccccc2C1=O)N1CCN(Cc2ccccc2)CC1	-6.9	-9.9	-4.5	10.6	14.9	-1.1	0.5	4.6
COc1cc(OC)c(C(=O)NCc2ccc3c(c2)OCO3)cc1OC	-1.3	13.7	-6.2	-0.2	16.5	-1.8	0.3	5.7
O=C(/C=C/c1ccc(F)cc1)N1CCCc2ccccc21	-6.8	11.1	15.4	-5.8	-19.0	-2.1	2.6	20.8
CC(=O)N(Cc1ccccc1)c1ncc2c(n1)c(=O)c(C#N)c1ccccn12	-9.4	-6.2	-7.3	2.9	9.3	-1.2	-0.3	-8.6
N#CC(C#N)=CN=c1ccn(Cc2ccc(Cl)cc2Cl)cc1	29.6	14.9	14.2	-5.8	31.9	-0.3	1.0	27.6
CC(=O)c1cccc(S(=O)(=O)NCC(C)(C)N2CCOCC2)c1	-6.2	5.8	4.0	20.7	-31.9	1.3	-0.6	10.6
COc1ccc(/C(N)=C/C(=O)C(C)(C)C)cc1	-20.0	22.2	-3.1	-20.5	-12.9	5.1	1.8	17.1
CCOc1ccccc1C(=O)NCC(=O)NNC(=O)c1cccs1	10.7	2.8	2.9	16.1	2.5	1.2	2.4	5.9
O=C(CC1NCCNC1=O)Nc1ccccc1 (centres undefined)	7.3	-0.7	-8.4	15.9	15.1	2.9	0.3	-0.1
CN(C)c1ccc(-c2noc(C3CCN(C(=O)Nc4ccc(Cl)cc4)CC3)n2)cc1	14.4	-5.2	-9.3	-26.7	15.4	-0.4	-0.4	0.3
CCOC(=O)C1(Cc2ccc(OC)cc2)CCN(C(=O)CCn2cccn2)CC1	-5.9	6.7	-1.0	-13.7	-14.7	-0.1	1.6	0.1
CCC(C)c1ccccc1NC(=O)CN(C)CCOc1ccc(Cl)cc1 (centres undefined)	6.4	38.3	0.7	1.3	13.3	0.6	-1.2	29.4
Cc1nc2c(ncn2-c2ccccc2)c(=O)n1NC(=O)CN1CCOCC1	-7.6	-2.0	-9.5	4.8	15.2	0.2	-0.6	-5.7
CCc1ccc2c(c1)/C(=N/OC)C(=O)N2	4.1	4.5	13.4	9.7	6.7	1.5	-1.7	22.0
O=C(CN(C1CCCCC1)S(=O)(=O)c1ccc(Br)cc1)NCc1ccncc1	9.2	11.2	23.5	3.4	12.9	0.7	-0.8	20.7
CCN(CC(=O)Nc1cc(Cl)cc(Cl)c1)CC(=O)NC1CCS(=O)(=O)C1 (centres undefined)	6.3	6.6	-2.6	19.5	-24.5	-0.5	-0.1	1.2
O=C(NC1CCCCCC1)c1cccc(N2CCCC2=O)c1	-74.4	15.2	-12.5	-108.7	-63.7	-3.1	-0.5	18.1
NC(=O)c1ccc(NC(=O)c2ccc3c(c2)OCO3)cc1	-98.5	-15.0	-27.4	-105.5	-30.2	-2.6	10.1	-9.1

4 compounds from above, ordered by molecular weight, smallest number first.
SMILES	Jurkat NFkB inh	tim23-1 inh	TIM10 inh	697 NFkB inh	Mdm2-MdmX inh	XBP1 UPR activ	UPR CHOP act	tim10-1 inh
O=C(NC1CCCCCC1)c1cccc(N2CCCC2=O)c1	-74.4	15.2	-12.5	-108.7	-63.7	-3.1	-0.5	18.1
COc1ccc(C2C(C#N)=C(N)Nc3nc4ccccc4n32)cc1 (centres undefined)	-58.5	-24.1	-19.1	-128.0	-41.3	0.1	2.5	9.9
CC(=C1C(=O)c2ccccc2C1=O)N1CCN(Cc2ccccc2)CC1	-6.9	-9.9	-4.5	10.6	14.9	-1.1	0.5	4.6
CCOC(=O)C1(Cc2ccc(OC)cc2)CCN(C(=O)CCn2cccn2)CC1	-5.9	6.7	-1.0	-13.7	-14.7	-0.1	1.6	0.1

The results go on:
SMILES	Jurkat NFkB inh	tim23-1 inh	TIM10 inh	697 NFkB inh	Mdm2-MdmX inh	XBP1 UPR activ	UPR CHOP act	tim10-1 inh
CC1CCc2c(sc(/N=C/c3cccnc3)c2C(N)=O)C1 (centres undefined)	-3.7	0.6	-5.5	-15.1	-2.6	-0.1	4.5	3.4
O=C(CNC(=O)c1cccs1)OCC(=O)c1ccc([N+](=O)[O-])cc1	11.9	3.2	-4.7	5.8	-15.8	-1.5	-1.4	11.0
CCOc1cc(/C=C/c2ccc3cccc([N+](=O)[O-])c3n2)ccc1O	-2.2	18.1	4.5	6.6	-10.5	0.5	4.3	39.8
O=C(Nc1ccccc1N1CCOCC1)c1ccc([N+](=O)[O-])o1	25.1	70.0*	90.1*	-7.1	25.0	-1.6	-0.8	79.6*
Cc1cc(C)n(-c2nc(NCc3cccnc3)c3c4c(sc3n2)COC(C)(C)C4)n1	5.8	22.4	0.4	6.5	-4.3	-2.1	1.9	14.7
O=C(CCc1c[nH]c2ccccc12)OCc1cccc([N+](=O)[O-])c1	17.9	38.2	21.2	-0.6	3.0	1.9	-0.4	17.6
CC(C)(C)c1cc(C(=O)NCCN2CCCC2)cc(C(C)(C)C)c1	8.9	-4.4	14.8	-12.6	25.2	-1.8	-1.1	3.1
COc1ccc(-n2c(=O)[nH]c3c(C(N)=O)nc(C4CCCCC4)nc32)cc1	4.5	22.1	26.1	3.4	-4.4	5.2	1.8	7.3
CC[C@@]12C(=O)N(c3cccc(C)c3)C(=O)N1[C@H](c1ccc(Br)cc1)[C@@H]1C(=O)N(C(C)(C)C)C(=O)[C@@H]12	-2.0	0.4	-4.0	-6.3	19.2	-2.8	1.4	19.0
COCCNC(=O)c1cccc(OC2CCN(Cc3ccc(C(=O)OC)cc3)CC2)c1	17.6	1.0	-6.9	9.3	-30.5	-3.1	3.7	6.2
COc1ccc(S(=O)(=O)N2CCCOC2CNC(=O)C(=O)NCc2ccco2)cc1 (centres undefined)	-25.8	21.2	7.1	-23.4	-53.1	-0.7	-1.6	6.4
Cc1ccc(C(=O)NCCN2C3=NC[C@H](C(C)C)N3C[C@H]2Cc2ccc(O)cc2)cc1Br	19.0	4.1	3.6	9.4	41.2	-3.2	-1.1	12.8
Cc1[nH]nc(-c2ccc(OCc3cnn(-c4ccccc4)c3)cc2O)c1Oc1ccc(Cl)cc1	12.3	10.4	15.4	5.8	68.4*	0.6	-0.2	11.8
CCC(NC(=O)c1ccccc1NC(=O)c1ccc(OC)cc1)C(=O)N1CCCC1 (centres undefined)	-22.8	28.9	21.2	-13.9	-24.1	0.1	0.4	24.4
COc1ccc(S(=O)(=O)NC(C)C(=O)NCC2CCCO2)cc1OC (centres undefined)	2.2	17.3	0.1	-18.9	-39.5	5.3	1.3	18.8
Cc1cc(/C(N)=N/OC(=O)c2cccc(Cl)c2)no1	-35.9	10.2	4.4	-37.9	-12.0	-0.1	2.8	11.3
CCn1nc(NS(=O)(=O)c2ccc(NC(C)=O)cc2)c2cc3ccc(C)cc3nc21	3.6	15.7	7.2	-4.4	-2.7	-3.4	1.7	5.0
CCN1CCN(c2ccc(S(=O)(=O)N3CCCCC3)cc2NC(=O)COc2ccccc2)CC1	-16.1	3.0	5.7	-21.0	29.7	-1.7	1.3	-13.4
Brc1ccc(C2=Nn3c(Cn4nnc5ccccc54)nnc3SC2)cc1	0.1	-3.4	-11.1	-4.6	15.5	-1.4	-0.6	6.5
COc1ccc(NC(=O)CSc2nnnn2C)cc1	-34.9	24.8	8.6	-17.0	2.5	0.7	1.7	8.8

Entries of single compounds, looked up by structure.
Cc1cc(/C(N)=N/OC(=O)c2cccc(Cl)c2)no1 across the screens: Jurkat NFkB inh: -35.9; tim23-1 inh: 10.2; TIM10 inh: 4.4; 697 NFkB inh: -37.9; Mdm2-MdmX inh: -12.0; XBP1 UPR activ: -0.1; UPR CHOP act: 2.8; tim10-1 inh: 11.3
CCn1nc(NS(=O)(=O)c2ccc(NC(C)=O)cc2)c2cc3ccc(C)cc3nc21 across the screens: Jurkat NFkB inh: 3.6; tim23-1 inh: 15.7; TIM10 inh: 7.2; 697 NFkB inh: -4.4; Mdm2-MdmX inh: -2.7; XBP1 UPR activ: -3.4; UPR CHOP act: 1.7; tim10-1 inh: 5.0
